High-throughput results: PubChem, The Scripps Research Institute Molecular Screening Center
GSTO1 counter – blocks human GSTO1 in RBBP9 counter-screen; AID 1974; inhibition, % at 5.96 µM; recombinant GSTO1, activity-based probe fluorescence polarization; 300,000 tested, 1.1% active;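 active means inhibition above the campaign mean inhibition plus 3 SD, cut at about 35% in these data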;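 further: 0% = GSTO1-1 with DMSO and 100% = wells lacking GSTO1-1 enzyme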
LYPLA1 inh – LYPLA1 (human) inhibition in PME1 counter-screen; recombinant LYPLA1, FP-Rh probe fluorescence polarization; inhibition, % at 5.9 µM; 320,000 tested, 0.16% active; AID 2174;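 active means inhibition above the mean of all tested compounds plus 3 SD, set per campaign, cut at about 14% in these data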;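 further: inhibitors block serine hydrolase probe labeling of LYPLA1 so polarization falls; 0% = enzyme with DMSO and 100% = wells lacking LYPLA1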
PREPL inh – human PREPL enzyme inhibition | Q4J6C6 | recombinant PREPL, fluorescence polarization activity-based probe | inhibition, % at 5.96 µM | 320,000 tested, 0.68% active; in the data active means inhibition above about 43%;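 further: 0% = enzyme with DMSO and 100% = wells lacking enzyme; many of its hits are not listed in these tables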
PAFAH1B2 inh – PAFAH1B2 (human) inhibition. P68402. recombinant PAFAH1B2, FP-rhodamine activity probe, fluorescence polarization. inhibition, % at 3.39 µM. 340,000 tested, 1.2% active;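 active means inhibition above the mean of all tested compounds plus 3 SD, cut at about 24% in these data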;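 further: 0% = enzyme with DMSO and 100% = wells lacking PAFAH1B2; many of its hits are not listed in these tables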
PAFAH1B3 inh – inhibitors of human PAFAH1B3; AID 492972; recombinant PAFAH1B3, FP-rhodamine probe, fluorescence polarization; 340,000 tested, 0.28% active; inhibition, % at 3.39 µM;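 active means inhibition above the screen-wide average of all tested compounds plus 3 SD, cut at about 25% in these data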;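 further: 0% = enzyme with DMSO only and 100% = wells lacking PAFAH1B3 protein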
Target sequence (Q15102 whole entry, looked up): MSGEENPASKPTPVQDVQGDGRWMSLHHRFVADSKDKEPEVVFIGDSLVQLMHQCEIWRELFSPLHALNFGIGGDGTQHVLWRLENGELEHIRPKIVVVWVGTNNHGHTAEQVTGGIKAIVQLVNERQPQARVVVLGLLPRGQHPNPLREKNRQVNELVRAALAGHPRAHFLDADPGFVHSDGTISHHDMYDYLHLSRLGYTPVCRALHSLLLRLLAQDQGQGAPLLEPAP
pPAFAH inh – inhibitors of human plasma PAF acetylhydrolase (pPAFAH); recombinant pPAFAH, FP-rhodamine probe fluorescence polarization; inhibition, % at 3.39 µM; 330,000 tested, 1.5% active; Q13093; AID 463082;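 active means inhibition above the mean inhibition across the screen plus 3 SD, cut at about 25% in these data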;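 further: inhibitors block binding of the rhodamine activity-based probe so polarization drops; 0% = enzyme with DMSO and 100% = wells lacking pPAFAH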
Target sequence (Q13093 whole entry, looked up): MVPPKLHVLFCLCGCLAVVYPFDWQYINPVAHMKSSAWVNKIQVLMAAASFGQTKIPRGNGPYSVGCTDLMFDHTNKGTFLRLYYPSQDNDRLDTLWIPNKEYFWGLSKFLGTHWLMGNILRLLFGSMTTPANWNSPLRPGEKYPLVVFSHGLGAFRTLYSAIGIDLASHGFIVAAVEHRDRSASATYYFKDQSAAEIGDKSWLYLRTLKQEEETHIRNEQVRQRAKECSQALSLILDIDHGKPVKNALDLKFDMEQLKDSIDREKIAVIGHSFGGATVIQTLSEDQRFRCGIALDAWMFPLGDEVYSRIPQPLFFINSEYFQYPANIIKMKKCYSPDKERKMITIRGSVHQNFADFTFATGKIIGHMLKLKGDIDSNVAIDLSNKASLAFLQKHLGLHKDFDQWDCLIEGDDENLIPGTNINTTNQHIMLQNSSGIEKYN
PAD4 inh – inhibitors of human PAD4; inhibition, % at 6.36 µM; AID 485272; 330,000 tested, 0.41% active; recombinant PAD4, RCA probe fluorescence polarization; Q9UM07;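 active means percent inhibition above a cutoff equal to the mean of all tested compounds plus 3 SD, cut at about 15% in these data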;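 further: 0% = PAD4 with RCA probe and DMSO and 100% = probe without PAD4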
PME-1 primary – blocks human protein phosphatase methylesterase 1. Q9Y570. recombinant PME-1, FP-Rh probe fluorescence polarization. inhibition, % at 5.9 µM. 320,000 tested, 0.53% active. AID 2130;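 active means inhibition above the campaign mean of all compounds plus 3 SD, cut at about 26% in these data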;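 further: competitive labeling of PME-1 active site by serine hydrolase directed probe; 0% = PME-1 with DMSO and 100% = wells lacking PME-1 enzyme; inhibitors block probe labeling so polarization falls and inhibition rises; many of its hits are not listed in these tables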
LYPLA2 inh – blocks human lysophospholipase 2, a PME1 counter-screen | inhibition, % at 5.9 µM | AID 2177 | recombinant LYPLA2, FP-Rh probe fluorescence polarization | 320,000 tested, 0.38% active | O95372;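 active means inhibition above the screen-wide mean plus 3 SD, limit set per campaign, cut at about 26% in these data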;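 further: 0% = LYPLA2 with DMSO and 100% = wells lacking LYPLA2 enzyme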
Target sequence (O95372 whole entry, looked up): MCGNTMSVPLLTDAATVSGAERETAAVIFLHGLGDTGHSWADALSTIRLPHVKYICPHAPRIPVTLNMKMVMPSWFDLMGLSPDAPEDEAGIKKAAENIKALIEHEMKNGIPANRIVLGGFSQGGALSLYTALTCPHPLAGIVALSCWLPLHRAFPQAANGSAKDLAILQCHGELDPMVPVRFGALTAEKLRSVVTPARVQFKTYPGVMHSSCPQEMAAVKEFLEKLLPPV
* marks the source's active call; other numbers are inactive results; / = not tested or not shown. Not all compounds are listed (hit frequency here may not be typical).

SMILES | GSTO1 counter | LYPLA1 inh | PREPL inh | PAFAH1B2 inh | PAFAH1B3 inh | pPAFAH inh | PAD4 inh | PME-1 primary | LYPLA2 inh
O=C(CSc1ccccn1)Nc1nc2ccccc2s1 | 6.5 | -3.6 | -13.5 | 5.9 | -3.6 | -1.9 | -0.8 | -5.6 | -2.8
Cc1nc(-c2ccc(S(=O)(=O)Nc3cc(S(=O)(=O)N(C)C)ccc3C)s2)cs1 | 8.5 | -0.2 | -0.9 | 5.3 | 4.6 | -2.3 | -1.0 | 2.2 | 1.8
Cc1ccc(C(=O)Nc2ccc(C(=O)N/N=C/c3cccnc3)cc2)cc1 | -1.7 | -10.2 | 5.1 | 1.5 | 5.3 | -9.3 | -11.6 | -18.1 | -10.4
Cc1cccc(OCC(O)Cn2c(-n3nc(C)cc3C)nc3c2c(=O)[nH]c(=O)n3C)c1 (stereo unspecified) | -7.3 | 1.8 | -13.0 | 8.3 | -1.1 | 5.8 | -0.3 | 2.6 | 3.2
CC1CC(C)CN(CC(C)(C)NS(=O)(=O)c2ccc(Cl)cc2)C1 (stereo unspecified) | 10.4 | -2.1 | -1.5 | 9.7 | 0.6 | 5.1 | 2.8 | -1.8 | 1.7
CS(=O)(=O)N1CCC(C(=O)Nc2ccc(Cl)c(Cl)c2)CC1 | 3.3 | -7.3 | 9.4 | / | / | -5.3 | -0.1 | -5.0 | -0.2
O=C(CN1C(=O)c2ccccc2C1=O)NCc1ccccn1 | -1.1 | -0.4 | 1.1 | -7.0 | 2.3 | 5.3 | -1.3 | 3.3 | 2.5
Cc1[nH]ccc(=O)c1OCc1c(Cl)cccc1Cl | -2.2 | -0.6 | -3.3 | 4.0 | -1.6 | 1.3 | -5.1 | 2.4 | 4.0
CCN(C(=O)Cc1c(C(=O)O)n(CC)c2ccccc12)c1ccccc1C | 2.9 | 1.2 | 3.9 | 13.8 | 6.6 | 2.4 | -1.2 | 1.9 | 1.3
COc1cc(NS(=O)(=O)c2ccc(N=Cc3c(C)[nH]n(-c4ccccc4)c3=O)cc2)nc(OC)n1 | -0.6 | -0.6 | -0.2 | 0.4 | 7.7 | 2.7 | -11.8 | -6.9 | -5.0
CSCc1cc(N2CCOCC2)nc(SCc2ccc(Cl)cc2Cl)n1 | -1.9 | -1.9 | 19.4 | 10.7 | 5.2 | 4.5 | -5.5 | -5.8 | 2.1
CCOC(=O)C1(Cc2ccccc2C)CCCN(C(=O)c2cc(C3CC3)[nH]n2)C1 (stereo unspecified) | -13.1 | -1.3 | 2.1 | -0.1 | 3.5 | 1.5 | -5.4 | 1.3 | 2.2
CCOC(=O)C1CCN(C(=O)c2cccnc2Oc2ccccc2)CC1 | 4.6 | 2.1 | 15.0 | 9.0 | 8.3 | 1.0 | -7.2 | 4.3 | 11.7
CC(=O)Nc1ccc(S(=O)(=O)N[C@@H](C)C(=O)OCc2cc([N+](=O)[O-])cc3c2OCOC3)cc1 | 0.3 | 5.1 | -10.2 | -4.5 | 4.6 | 3.6 | -2.1 | -5.3 | 2.0
CCOC(=O)c1sc(-c2ccc(F)cc2)cc1NC(=O)Nc1ccccc1OC | -1.8 | -4.0 | 2.6 | -6.2 | 4.4 | 4.5 | 1.3 | -1.4 | -1.5
Cc1c(O)nc(SCC(=O)Nc2ccc3c4c(cccc24)CC3)n(-c2ccc(F)cc2)c1=O | 9.8 | -1.2 | 12.1 | 3.3 | 0.7 | 4.4 | 2.4 | 0.3 | 1.8
CCOC(=O)C1(C)C=C(Nc2ccc(O)cc2)C(=O)N1c1ccc(O)cc1 (stereo unspecified) | 89.2* | 4.6 | 29.4 | 2.5 | 8.2 | 70.1* | 84.9* | 13.5 | 16.1
Cc1ccc2c(CC(=O)NNC(=O)c3ccccc3O)coc2c1 | 3.3 | -6.4 | 18.9 | 20.8 | 9.1 | 14.9 | 5.6 | -5.2 | -5.9
CCOc1ccc(C(=O)NC(=S)NCCCN2CCOCC2)cc1 | -4.1 | -2.0 | 7.9 | -5.1 | 0.9 | -0.8 | 3.1 | 0.9 | -3.4
O=C(NC(Cc1ccccc1)C(=O)O)OCc1ccccc1 (stereo unspecified) | 4.2 | 3.8 | 0.2 | 0.7 | 0.8 | 7.3 | -0.8 | 2.2 | 3.9
CC(=O)c1ccc(OCC(O)CN2CCN(S(=O)(=O)c3cccc(Br)c3)CC2)cc1 (stereo unspecified) | -1.5 | -3.5 | 6.6 | 3.1 | 5.9 | 4.6 | 0.5 | 7.4 | 9.3
Cc1ccc(/C=C/C(=O)N2CCN(S(=O)(=O)c3ccc(C)c(C)c3)CC2)o1 | -0.5 | 2.4 | 6.6 | 2.2 | 5.5 | 10.2 | 0.0 | 5.2 | 3.3
Cc1cc(N=Cc2cc(Br)ccc2O)no1 | 2.8 | 2.2 | 1.9 | -1.6 | 4.6 | 1.3 | 2.9 | 2.1 | 6.3
CCc1ccc(C2CC(=O)N(c3cccc(F)c3)C3=C2C(=O)OC3)cc1 (stereo unspecified) | -8.7 | 1.3 | 7.7 | 1.8 | 0.8 | -6.7 | -5.6 | 0.6 | 3.4
COc1ccc(N(CC(=O)NC2CCCC2)C(=O)CCC(=O)Nc2cc(C)on2)cc1 | -1.4 | 0.8 | 12.0 | 3.9 | 1.0 | 2.0 | 0.8 | -0.6 | 4.1
Next results:
SMILES | GSTO1 counter | LYPLA1 inh | PREPL inh | PAFAH1B2 inh | PAFAH1B3 inh | pPAFAH inh | PAD4 inh | PME-1 primary | LYPLA2 inh
O=C(Nc1ccccc1)NC1CCS(=O)(=O)C1 (stereo unspecified) | -3.0 | 0.9 | -5.9 | 2.1 | -1.1 | 4.4 | 2.1 | -6.8 | -2.0
CC[N+]1(CC)CC2=Cc3c(ccc4ccccc34)CC2C1 (stereo unspecified) | 0.0 | 4.5 | 13.5 | 7.5 | 5.0 | 5.7 | -2.9 | -0.6 | 5.6
CCN(C(=O)COc1ncnc2sccc12)c1ccccc1 | -0.5 | 1.6 | 6.3 | 7.3 | -1.9 | 2.0 | -0.4 | -2.3 | 1.7
NC(=O)C1CCN(c2nc(-c3ccc4occc(=O)c4c3)cs2)CC1 | / | / | 42.2 | -1.9 | 3.4 | 16.9 | 1.4 | / | /
c1ccc(OCc2nn3c(-c4n[nH]c5c4CCC5)nnc3s2)cc1 | -4.5 | 0.1 | -1.1 | 1.2 | 4.4 | 4.5 | -0.7 | -1.1 | 5.1
CCOC(=O)c1c(N)c2cc([N+](=O)[O-])ccc2n1C | -1.8 | 1.2 | 19.0 | 3.6 | 7.4 | 6.0 | -6.1 | 1.4 | -0.8
Cc1csc(SCC(=O)Nc2ccc(S(=O)(=O)N3CCCC3)cc2)n1 | -1.9 | 0.0 | -6.9 | 0.6 | 7.9 | -0.3 | -6.5 | 6.7 | -0.1
CCCCOC(=O)C(C)Nc1n[nH]c(=O)[nH]c1=O (stereo unspecified) | -3.9 | 0.2 | -6.4 | 3.1 | 4.7 | 4.2 | -3.8 | 0.5 | 3.7
CCOc1ccc(C(=O)NCCCN(CC)CC)cc1 | -5.1 | -1.6 | -7.7 | 0.8 | 1.3 | 3.6 | -6.2 | -8.4 | -5.2
CCCOC(=O)c1c(NC(=O)C2CCCO2)sc(C(=O)OC)c1C (stereo unspecified) | 2.1 | -0.5 | -1.1 | -2.2 | 9.4 | -4.0 | -4.9 | -3.2 | -7.6
COC(=O)c1cc(/C=C/c2ccccc2)[nH]n1 | 1.0 | -1.6 | -1.2 | 2.6 | -2.3 | 1.2 | 0.3 | 1.4 | -5.3
Cn1c(=O)c2[nH]c(CNCc3ccccc3Cl)nc2n(C)c1=O | 1.9 | 1.3 | 3.8 | 1.1 | 0.8 | 6.6 | 2.0 | 1.3 | 4.1
CC(C)(C)C(=O)CN1C(=O)NC(c2ccccc2)(c2ccccc2)C1=O | -1.1 | -3.8 | 2.1 | 5.3 | 0.4 | 8.2 | 1.1 | 6.8 | -0.2
CCOC(=O)C1=C(CS(=O)(=O)c2ccccc2)NC(=O)NC1c1ccccc1OC (stereo unspecified) | 0.1 | 2.6 | 2.5 | 6.4 | 8.9 | 3.2 | -1.3 | -2.6 | 1.7
CCOc1cccc(Oc2ncccc2C(=O)/C(C#N)=C/N(C)C)c1 | -7.4 | -4.6 | -1.2 | 4.9 | 7.1 | 4.4 | -3.0 | 1.6 | 0.1
O=S1(=O)CCC(n2ncc3c2/C(=C/c2ccccc2)CC3)C1 (stereo unspecified) | 2.9 | -5.2 | -10.5 | 0.1 | -1.5 | 5.1 | 1.4 | 2.5 | -2.9
O=C(NCc1ccc(N2CCCC2=O)cc1)c1cn(Cc2ccccc2)nn1 | 1.0 | -3.7 | 8.9 | 5.4 | 6.2 | 0.2 | 4.0 | -2.8 | -5.4
COc1cc(C(=O)NCC(c2cccs2)N2CCc3ccccc32)cc(OC)c1OC (stereo unspecified) | 6.4 | -0.1 | -4.0 | 4.5 | -5.2 | 10.8 | -1.7 | 5.5 | 3.5
Cc1c(Cl)cccc1NC(=O)CN1CCC(NC(=O)C2CCCCC2)CC1 | 4.5 | 1.8 | -5.0 | 5.5 | 5.7 | -2.2 | -0.2 | -2.9 | 3.7
C[C@@H](NC(=O)[C@@H]1Cc2ccccc2CN1C(=O)OC(C)(C)C)C(=O)NCC1CCCO1 (stereo partly specified) | 0.2 | -3.0 | 2.3 | -0.5 | 5.1 | 5.1 | -1.1 | -1.9 | -6.9
Cn1c(C=O)c(C#CC(C)(C)O)c2ccccc21 | / | -4.5 | 4.6 | -6.8 | 0.1 | 5.2 | 0.4 | -0.5 | -6.9
CCCN(CCC)c1c([N+](=O)[O-])c(=O)oc2ccccc12 | 1.0 | -0.4 | -5.8 | 0.1 | 6.9 | 0.9 | -1.4 | -0.5 | -4.8
O=S(=O)(c1c(F)cccc1F)C1CCN(S(=O)(=O)c2ccc3c(c2)OCCO3)CC1 | / | / | 22.4 | 2.9 | 9.6 | -5.5 | -2.5 | / | /
CC1(C)Cc2cccc(OCC(=O)Nc3ccccc3F)c2O1 | 10.1 | 0.8 | 20.3 | 1.9 | -2.5 | 9.2 | 1.3 | -1.3 | 1.3
Cc1ccc(C(=O)CNc2ccc(F)cc2)cc1 | 0.6 | -1.2 | 10.5 | 4.4 | -1.4 | 4.1 | -5.4 | -7.2 | 2.9
CCOCCCNCc1c(Cl)cccc1Cl | 1.8 | -0.2 | -0.8 | 0.7 | 5.7 | -0.1 | 2.1 | 0.2 | 0.0
NNC(=O)CSc1nnnn1-c1ccccc1 | 3.3 | -2.3 | -23.3 | 1.1 | 7.3 | 5.2 | 0.6 | -2.6 | -1.4
CCOC(=O)C1(CCOc2ccccc2)CCN(Cc2ccc(O)cc2)CC1 | 0.4 | 3.3 | -30.0 | 6.1 | 5.6 | -5.6 | -2.6 | 5.5 | 3.4
CCOC(=O)c1ccc(C(=O)OCC)c(NC(=S)Nc2ccc([N+](=O)[O-])cc2OC)c1 | 1.5 | 0.8 | -6.2 | 6.5 | 7.1 | 4.2 | -0.5 | 1.4 | -0.7

2 compounds from above, showing only PME-1 primary.
SMILES,PME-1 primary
CCCCOC(=O)C(C)Nc1n[nH]c(=O)[nH]c1=O (stereo unspecified),0.5
CCOC(=O)c1c(N)c2cc([N+](=O)[O-])ccc2n1C,1.4
